STEP inh: STEP (human) phosphatase inhibition. P54829. recombinant STEP, OMFP fluorogenic substrate, fluorescence. inhibition, % at 20 µM. 360,000 tested, 0.25% active. AID 588621;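 active means inhibition at 20 µM, scaled per plate between control wells, above about 37%, limit read from the data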;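 further: 0% = DMSO with enzyme and substrate and 100% = substrate only without enzyme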
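Test system: STEP tyrosine phosphatase / Reagent: OMFP at 25 µM / Doses: 20 µM, 1% DMSO / Read-out: percent inhibition scaled to no-enzyme and uninhibited-enzyme controls, plate-pattern corrected / Detection: FITC-channel fluorescence of OMFP product / Medium: Bis-Tris buffer pH 6.0, 2.5 mM DTT, 0.005% Tween 20 / Schedule: 20 min at room temperature, dark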
NRP1-CendR mod: NRP-1/CendR interaction modulation | FAM-RPARPAR peptide binding to NRP-1, fluorescence polarization | inhibition, % at 25 µM | 360,000 tested, 0.85% active;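 active means inhibition or corrected inhibition above about 18%, plus a signal ratio from 0.5 to 1.5, limit read from the data, passing the limit was not always enough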; further: strong numbers were not always called active
Target sequence (O14786 whole entry, looked up): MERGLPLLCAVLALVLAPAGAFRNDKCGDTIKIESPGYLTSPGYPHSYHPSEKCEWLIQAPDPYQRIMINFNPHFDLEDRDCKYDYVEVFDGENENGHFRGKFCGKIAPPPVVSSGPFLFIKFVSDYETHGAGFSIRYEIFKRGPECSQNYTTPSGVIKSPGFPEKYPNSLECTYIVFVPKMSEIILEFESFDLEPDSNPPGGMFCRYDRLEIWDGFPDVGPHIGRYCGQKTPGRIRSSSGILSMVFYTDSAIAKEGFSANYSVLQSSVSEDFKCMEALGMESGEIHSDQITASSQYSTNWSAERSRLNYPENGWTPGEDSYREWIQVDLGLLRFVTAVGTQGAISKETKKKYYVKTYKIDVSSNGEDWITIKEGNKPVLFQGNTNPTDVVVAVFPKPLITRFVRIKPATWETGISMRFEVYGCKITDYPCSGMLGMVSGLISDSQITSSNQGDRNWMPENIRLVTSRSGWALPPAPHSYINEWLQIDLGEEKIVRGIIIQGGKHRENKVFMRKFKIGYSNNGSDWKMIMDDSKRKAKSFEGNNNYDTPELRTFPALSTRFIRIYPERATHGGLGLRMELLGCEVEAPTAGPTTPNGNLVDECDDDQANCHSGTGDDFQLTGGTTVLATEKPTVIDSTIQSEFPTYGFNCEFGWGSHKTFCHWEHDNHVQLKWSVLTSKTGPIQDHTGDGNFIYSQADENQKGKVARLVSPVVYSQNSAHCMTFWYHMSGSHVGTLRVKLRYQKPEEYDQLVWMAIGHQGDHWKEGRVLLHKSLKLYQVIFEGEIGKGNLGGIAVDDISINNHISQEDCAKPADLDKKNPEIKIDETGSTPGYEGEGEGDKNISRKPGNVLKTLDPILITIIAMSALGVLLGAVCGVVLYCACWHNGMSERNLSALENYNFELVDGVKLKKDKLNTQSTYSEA
Rpn11 block: blocks the human proteasome subunit Rpn11 | 360,000 tested, 0.59% active | O00487 | calls only at 20 µM | AID 588493 | human 26S proteasome, Ub4-pepOG fluorescence polarization; 20S core pre-blocked with epoxomicin;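 active means inhibition at 20 µM, scaled to each plate's controls, above about 33%, limit read from the data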
NadD block: inhibitors of Staphylococcus aureus NadD | purified NadD enzyme, colorimetric absorbance read-out | inhibition, % at 20 µM | 360,000 tested, 0.78% active | AID 602399; in the data active means inhibition above about 26%; further: some compounds past the cut are filed as inactive
SUMO1 PPI mod: modulators of human SUMO1-mediated protein-protein interactions; SUMO1 binding to a labelled peptide, TR-FRET, 1 h; inhibition, % at 20 µM; 360,000 tested, 0.33% active; in the data active means inhibition above about 37%
DNMT1 block: blocks human DNA methyltransferase DNMT1; 360,000 tested, 0.83% active; DNMT1 molecular beacon, Hinp1I cleavage, fluorescence; AID 588458; inhibition (reported as % activation of signal), % at 10 µM; in the data active means inhibition above about 50%
MT1-MMP act inh: MT1-MMP (human) activation inhibition; HT1080 RFP-PRO-GFP cells, GFP/RFP ratio fluorescence, overnight; percent of plate control window, DMSO zero; GFP/RFP ratio change, % at 20 µM; 360,000 tested, 0.061% active; AID 651647;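 active means GFP/RFP ratio change of at least 30% with cell ATP level not reduced by more than half and red fluorescence within 50% of control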; further: strong numbers were not always called active
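Test system: HT1080 cells expressing an RFP-PRO-GFP fluorescent reporter construct / Compound dosing: single-point 20 µM compound, 1% DMSO / Schedule: cells overnight before dosing, compound overnight, 37 °C, 5% CO2 / Evaluation: GFP/RFP fluorescence ratio / Control set: DMSO and RFP-L50D-GFP cell wells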
SKN-1 block: blocks SKN-1 activity in C. elegans; C. elegans VP596 Pgst-4::GFP/RFP ratio, acrylamide-induced, 24 h; inhibition, % at 21.8 µM; 360,000 tested, 0.49% active;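 active means interference check ratio from 0.5 to 1.5 plus GFP to RFP signal ratio inhibition reaching or exceeding a fixed threshold, cut at about 30% in these data, passing the limit was not always enough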; further: some compounds called inactive have numbers as strong as hits
LMPTP block: LMPTP (human) inhibition | inhibition, % at 20 µM | 360,000 tested, 0.22% active | AID 651560 | recombinant LMPTP-A, OMFP fluorogenic substrate, fluorescence intensity | P24666;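 active means compounds that cut the enzyme signal by at least half of the control window in the single-dose screen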;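 further: plate controls were DMSO wells with enzyme plus substrate for no effect and substrate without enzyme for full effect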
Target sequence (P24666 whole entry, looked up): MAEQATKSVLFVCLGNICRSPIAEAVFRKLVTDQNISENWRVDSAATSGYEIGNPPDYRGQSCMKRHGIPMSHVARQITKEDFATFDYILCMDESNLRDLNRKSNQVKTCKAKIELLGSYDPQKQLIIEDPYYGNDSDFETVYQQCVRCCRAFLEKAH
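Buffer or medium: Bis-Tris pH 6.0, DTT, detergent; Assay system: LMPTP-A enzyme; Quantity: 0.625 nM enzyme; Detection: endpoint fluorescence intensity; Times: 50 min dark incubation at room temperature; Controls: substrate-only low control, DMSO enzyme-plus-substrate high control; Doses: single 20 µM dose; Read-out: percent inhibition versus substrate-only and uninhibited controls; Reagent: 400 µM OMFP.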
Scp1 inh: blocks human Scp-1 phosphatase activity. inhibition, % at 20 µM. AID 493091. 340,000 tested, 0.88% active. Recombinant Scp1, phosphopeptide, malachite green phosphate absorbance;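 active means inhibition above about 50% at 20 µM, limit read from the data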;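 further: plate controls were DMSO wells with enzyme for no effect and wells lacking enzyme for full effect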
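assay system = SCP-1 phosphatase catalytic domain, residues 76-261 | buffer or medium = 50 mM Tris acetate pH 5.5, 0.005% Tween-20, 10 mM MgCl2 | incubation = enzyme reaction 45 min at room temperature, colour 5 min, stabilisation 30 min | signal = Phosphate-binding colour reagent, absorbance read at 630 nm | measure = % inhibition at 20 µM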
* hit, by the source's call; i = inactive; · = not tested or not shown; & = joins results of further samples.

canonical_smiles | STEP inh | NRP1-CendR mod | Rpn11 block | NadD block | SUMO1 PPI mod | DNMT1 block | MT1-MMP act inh | SKN-1 block | LMPTP block | Scp1 inh
COC(=O)C(F)(Sc1c(C)n(C)n(-c2ccccc2)c1=O)C(F)(F)F (configuration not stated) | 2 | 0 | i | 5 | -5 | -1 | 1 | -5 | -2.0 | 0
CN=C1SC(CC(=O)NCCc2ccc(OC)c(OC)c2)C(=O)N1C (configuration not stated) | 4&-1 | 8&13 | i | -1&1 | -3&-1 | 24&-70 | 0&-1 | 11&6 | -2.5&-1.0 | 13&-4
CC(C)(C)c1ccc(C(=O)C=[N+]=[N-])cc1 | 1 | -1 | i | 11 | -2 | 2 | 1 | -7 | -1.0 | -8
COc1ccc(-n2nc(C(=O)NCC(=O)N3CCC(C)CC3)c3ccccc3c2=O)cc1 | -3 | 8 | i | -6 | -13 | 3 | -3 | 8 | -0.4 | 4
CN(/C(=N/S(=O)(=O)c1ccccc1)c1ccccc1)S(=O)(=O)c1ccccc1 | 2 | -1 | i | -8 | 3 | 1 | -2 | 6 | -0.6 | -10
Cc1ccc(O)c(NC(=S)NC(=O)Cc2ccc(Cl)cc2)c1 | 3 | 8 | i | -1 | 1 | 2 | -2 | -4 | 0.2 | -2
Cc1cc(NC(=O)C(C)SCC(=O)O)no1 (configuration not stated) | -3 | 5 | i | -9 | 2 | 0 | 2 | -14 | -0.5 | -5
O=C(CC1Nc2ccccc2NC1=O)NCCc1ccccc1 (configuration not stated) | -1 | -48 | i | -4 | -9 | -10 | -9 | 6 | -1.6 | -9
COc1ccc(C2NS(=O)(=O)N=C2N)cc1 (configuration not stated) | -1 | -6 | i | 0 | 0 | 1 | -1 | -7 | 0.2 | 7
O=C(NCCN1CCN(C(=O)c2c(F)cccc2F)CC1)C(=O)Nc1ccc(Cl)cc1 | -2 | -4 | i | -2 | 4 | 1 | 5 | 12 | -0.1 | -3
Cc1cc(C)c2c(c1)OC(O)(C(F)F)CC2=O (configuration not stated) | 0 | -8 | i | 1 | 4 | 0 | 2 | 6 | 0.1 | -6
CCOc1ccc(Nc2cc(C)nc(N3CCOCC3)n2)cc1 | 0 | 1 | i | 0 | 2 | -2 | 1 | 16 | 7.9 | -4
Cc1ccc(OCC(=O)NCCNC(=O)c2ccco2)cc1 | 2 | -7 | i | 1 | 3 | 3 | -1 | 9 | -1.4 | -5
COc1ccc(CCNC(=O)CC2SC(=NCc3ccccc3)NC2=O)cc1 (configuration not stated) | 4 | 4 | i | -1 | 0 | -2 | 3 | 3 | 0.1 | -5
COc1ccc(C2(C)NC(=O)N(CC(=O)NC3CC3)C2=O)cc1 (configuration not stated) | 2 | 6 | i | -4 | 3 | 0 | 0 | 8 | -0.8 | -8
O=C(Cc1ccc(S(=O)(=O)N2CCOCC2)s1)Nc1ccc(Br)c(C(F)(F)F)c1 | -1 | 0 | i | -7 | 2 | -16 | 8 | 10 | 4.2 | 6
COc1cc(C(=O)OCC(=O)N2CCCC2)cc(OC)c1OC | -4 | -4 | i | -2 | 0 | 1 | 7 | 18 | -1.2 | 3
CCOC(=O)C1CCCN(Cc2ccccc2F)C1 (configuration not stated) | -3 | -13 | i | 5 | -3 | 2 | 7 | 3 | -3.5 | -6
O=C(CSc1nnc(SCc2ccc(Cl)cc2)s1)N/N=C/c1ccccc1Cl | 1 | -10 | i | 2 | 0 | 4 | -1 | 12 | 4.3 | -1
Cc1ccc2cc(CCNC(=O)C3CCCCC3)c(=O)[nH]c2c1C | -2 | 8 | i | -5 | 14 | 1 | 2 | -1 | -0.9 | -10
CCOc1cc(C2C(C(C)=O)=C(O)C(=O)N2CCc2c[nH]c3ccccc23)ccc1O (configuration not stated) | 2 | 12 | i | 1 | -2 | -4 | 4 | 1 | 0.1 | -2
CC(C)n1cc(C#N)c(N)n1 | -1 | 13 | i | 1 | 3 | 1 | 5 | 6 | -1.8 | 0
Cc1cccc(C)c1OCc1cc(C(=O)N(C)Cc2cc(C3CC3)n[nH]2)no1 | -3 | -1 | i | -6 | 8 | 4 | 3 | 2 | 0.2 | -1
COC(=O)c1c(-c2c(Cl)cccc2Cl)noc1NC(=O)N(C)C | 0 | 4 | i | -5 | 7 | 1 | 0 | 3 | -1.4 | -10
COC(=O)[C@]12CCCCC=C1N(Cc1ccco1)C(=O)[C@H](CC(=O)NCCC(C)C)C2 | · | -12 | · | 5 | 4 | · | -2 | -4 | 0.1 | ·
Cc1ccnc2nc(C(=O)Nc3nc(-c4ccccn4)cs3)nn12 | 8 | 12 | i | 6 | 22 | 2 | 3 | 3 | 21 | 36
CCCCNc1c(-c2ccc(SC(C)CC)c(OC)c2)nc2ccc(Cl)cn12 (configuration not stated) | 4 | -28 | i | 10 | -3 | -9 | 2 | 11 | 8.4 | 14
CC1([N+](=O)[O-])COC2(OC1)C(=O)Nc1ccccc12 (configuration not stated) | -2 | -2 | i | -4 | -2 | 1 | -2 | 1 | 0.1 | -10
COc1ccc2[nH]c(=O)c(CN(Cc3ccco3)C(c3nnnn3Cc3ccccc3)C(C)C)cc2c1 (configuration not stated) | -1 | -20 | i | 7 | -1 | -1 | -5 | 20 | 2.0 | -2
CCOc1ccccc1NC(=O)C1CCN(c2nc(-c3ccc(OC)cc3)no2)CC1 | -1 | -5 | i | -10 | 16 | 1 | -1 | 5 | 0.2 | -7

A different layout for part of the listing above:
Below each SMILES: STEP inh, NRP1-CendR mod, Rpn11 block, NadD block, SUMO1 PPI mod, DNMT1 block, MT1-MMP act inh, SKN-1 block, LMPTP block, Scp1 inh
> CCOc1ccc(Nc2cc(C)nc(N3CCOCC3)n2)cc1
    0, 1, i, 0, 2, -2, 1, 16, 7.9, -4
> Cc1ccc(OCC(=O)NCCNC(=O)c2ccco2)cc1
    2, -7, i, 1, 3, 3, -1, 9, -1.4, -5
> COc1ccc(CCNC(=O)CC2SC(=NCc3ccccc3)NC2=O)cc1 (configuration not stated)
    4, 4, i, -1, 0, -2, 3, 3, 0.1, -5
> COc1ccc(C2(C)NC(=O)N(CC(=O)NC3CC3)C2=O)cc1 (configuration not stated)
    2, 6, i, -4, 3, 0, 0, 8, -0.8, -8
> O=C(Cc1ccc(S(=O)(=O)N2CCOCC2)s1)Nc1ccc(Br)c(C(F)(F)F)c1
    -1, 0, i, -7, 2, -16, 8, 10, 4.2, 6
> COc1cc(C(=O)OCC(=O)N2CCCC2)cc(OC)c1OC
    -4, -4, i, -2, 0, 1, 7, 18, -1.2, 3
> CCOC(=O)C1CCCN(Cc2ccccc2F)C1 (configuration not stated)
    -3, -13, i, 5, -3, 2, 7, 3, -3.5, -6
> O=C(CSc1nnc(SCc2ccc(Cl)cc2)s1)N/N=C/c1ccccc1Cl
    1, -10, i, 2, 0, 4, -1, 12, 4.3, -1
> Cc1ccc2cc(CCNC(=O)C3CCCCC3)c(=O)[nH]c2c1C
    -2, 8, i, -5, 14, 1, 2, -1, -0.9, -10

Carrying on:
canonical_smiles | STEP inh | NRP1-CendR mod | Rpn11 block | NadD block | SUMO1 PPI mod | DNMT1 block | MT1-MMP act inh | SKN-1 block | LMPTP block | Scp1 inh
COc1ccccc1N(C)S(=O)(=O)c1ccc(C(=O)NC2CCCCC2)cc1 | 0 | 7 | i | -5 | 7 | -3 | 3 | 6 | 0.2 | -4
CCCn1nnnc1SCC(=O)c1ccc2c(c1)OCCO2 | 1 | -1 | i | -2 | -3 | -3 | -6 | -10 | -0.8 | -9
Cc1cc(C)c2oc(-c3cccc(N)c3)nc2c1 | 2 | 4 | i | -4 | -1 | -4 | -1 | 17 | 1.5 | 1
COc1ccc(NC(C)=O)cc1S(=O)(=O)N1CCc2ccccc21 | -10 | 5 | i | -4 | 2 | -1 | 6 | 2 | -0.7 | -1
CC(C)CCNC(=O)c1cccnc1Sc1ccccc1 | -1 | -5 | i | -1 | -1 | 0 | -4 | 7 | 0.0 | -14
CCCc1nn2c(=O)cc(CSCC(=O)Nc3ccccc3)nc2s1 | -1 | 16 | i | 4 | -4 | 1 | 2 | 10 | 0.0 | -7
COc1ccc2c(c1)CCc1c(C(=O)Nc3ccc(OC)c(OC)c3)noc1-2 | -2 | 4 | i | -9 | -1 | -10 | 6 | -7 | -0.5 | -8
CN(CC(=O)Nc1ccc(F)cc1)C(=O)COC(=O)CCN1C(=O)C2CC=CCC2C1=O (configuration not stated) | 0 | 6 | i | -5 | -3 | -2 | 4 | 8 | -0.3 | -7
CCOc1ccccc1N1CCN(C(=O)c2ccc3[nH]c(C)c(C)c3c2)CC1 | 4 | -2 | i | 6 | 7 | -6 | -6 | 10 | 2.0 | -2
O=c1cc(-c2ccc(O)c(O)c2)oc2ccc3ccccc3c12 | 4 | 1 | i | 16 | 11 | -2 | 7 | 21 | 6.9 | 4
O=C(O)c1ccccc1S(=O)(=O)Cc1ccccc1 | -3 | 9 | i | -5 | -2 | 4 | 1 | 5 | -0.5 | 0
Cc1cccc(C)c1NC(=O)CSc1nnnn1C | -3 | -4 | i | 2 | -5 | 7 | 5 | 9 | -1.7 | 5
Cc1cc(-c2cc(N)n(-c3ccccc3)n2)c(C)n1C1CCCC1 | 0 | -26 | i | 32* | -1 | -18 | -3 | 9 | 5.7 | 5
COc1ccc2sc(-c3ccc(N(C)C)cc3)c(C#CCCO)c2c1 | -3 | -20 | i | -8 | -9 | -39 | -5 | 12 | 1.9 | 0
Cc1cc(=O)[nH]c(NCc2ccc(Cl)cc2)n1 | -2 | -13 | i | -4 | 3 | -1 | 0 | 15 | -1.8 | -4
CS(=O)(=O)NCCCNc1c(Cl)cccc1[N+](=O)[O-] | 1 | 7 | i | 2 | -22 | -2 | 3 | 12 | 0.5 | -4
O=C/C=C/c1c(-c2ccccc2)cc2oc3ccccc3cc1-2 | 1 | -20 | i | 13 | -9 | 2 | -18 | -2 | 2.1 | 14
CC(C)CCNC(=O)c1ccc2c(c1)N(C)C(=O)c1ccccc1S2 | 1 | 5 | i | -3 | -4 | 0 | -1 | 7 | 0.4 | 0

From PubChem BioAssay
